Pf growth 96h: P. falciparum growth inhibition at 96 hours. P. falciparum luciferase reporter growth, 96 h. Potency, µM (titrated, usually from 28.7 µM), without a hit: at the top dose activity change, negative = inhibition, hits mostly inhibitors. actives 6.9% (n = 320,000). AID 504834; further: potency means the concentration at half of the fitted maximal effect; on the % scale 0 is the no-effect control and ±100 the full control effect
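Cell-based qHTS: luciferase-tagged P. falciparum in erythrocytes (2% hematocrit, 0.05% parasitemia final) incubated with compounds for 96 hours, 37 C, 5% CO2; luciferase detection reagent then added and luminescence measured.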
Cycloheximide cs: affects cycloheximide protein synthesis inhibition readout, counter-screen; max response, %; cell reporter, cycloheximide protein synthesis inhibition counterscreen; actives 12% (n = 300,000); in the data active means max response mostly above about 13%, no sharp cut-off; inactive means mostly below about 14%; further: read at 38.3 µM for the half of the compounds with a filed dose; 0% is about no effect
Pf growth 48h: inhibits P. falciparum growth in the first generation, 48 h | P. falciparum luciferase growth in erythrocytes, 48 h | actives 5.9% (n = 310,000) | Potency, µM (series often up to 28.7 µM), without a hit: top-dose activity change, negative = inhibition, most hits filed as inhibitors; further: potency means the concentration at half of the fitted maximal effect; on the % scale 0 is the no-effect control and ±100 the full control effect
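Luminescence readout; reporter = integrated firefly luciferase in P. falciparum. RBC culture at 2% hematocrit, 0.1% parasitemia final, 37 C/5% CO2; decreased signal taken as growth inhibition.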
LmPK inhibitor: LmPK (Leishmania mexicana) enzyme inhibition; Potency, µM (titrated, usually from 57.5 µM), without a hit: at the top dose activity change, negative = inhibition, actives largely listed as inhibitors; purified LmPK, Kinase-Glo ATP luminescence, 1 h; actives 0.37% (n = 290,000); Q27686; further: potency means the concentration at half of the fitted maximal effect; on the % scale 0 is the no-effect control and ±100 the full control effect
Target sequence (Q27686 whole entry, looked up): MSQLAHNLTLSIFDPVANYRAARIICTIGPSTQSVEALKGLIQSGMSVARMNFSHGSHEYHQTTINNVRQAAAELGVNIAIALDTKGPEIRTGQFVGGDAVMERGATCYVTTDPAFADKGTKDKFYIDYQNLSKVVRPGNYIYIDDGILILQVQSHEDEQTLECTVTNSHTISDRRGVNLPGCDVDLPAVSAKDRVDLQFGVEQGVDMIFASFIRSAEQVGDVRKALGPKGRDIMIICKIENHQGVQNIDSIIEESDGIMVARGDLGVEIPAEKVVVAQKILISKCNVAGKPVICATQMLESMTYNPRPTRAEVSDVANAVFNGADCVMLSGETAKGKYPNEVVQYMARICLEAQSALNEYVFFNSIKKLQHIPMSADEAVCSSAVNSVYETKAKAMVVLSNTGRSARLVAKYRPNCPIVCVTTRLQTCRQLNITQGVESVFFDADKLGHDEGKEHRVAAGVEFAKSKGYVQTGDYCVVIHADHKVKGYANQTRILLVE
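qHTS format; LmPK 0.1 nM; substrates PEP 0.5 mM and ADP 0.1 mM. One-hour room-temperature incubation, then coupled luciferase luminescence; 0.5 nM enzyme wells mark activation.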
AmpC no deterg: AmpC beta-lactamase inhibition without detergent. P00811. Potency, µM (doses to about 57.1 µM), for the others: at the top dose activity change, negative = inhibition, usual class: inhibitors. AmpC nitrocefin hydrolysis, absorbance 480 nm, 0.0001% Triton. actives 0.52% (n = 330,000);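 further: potency means the concentration at half of the fitted maximal effect; plate controls were no compound for no effect and no enzyme for full effect; nearly all actives have a fitted effect of over 20% in size; some results filed as inactive show a strong effect at the top dose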
Target sequence (P00811 whole entry, looked up): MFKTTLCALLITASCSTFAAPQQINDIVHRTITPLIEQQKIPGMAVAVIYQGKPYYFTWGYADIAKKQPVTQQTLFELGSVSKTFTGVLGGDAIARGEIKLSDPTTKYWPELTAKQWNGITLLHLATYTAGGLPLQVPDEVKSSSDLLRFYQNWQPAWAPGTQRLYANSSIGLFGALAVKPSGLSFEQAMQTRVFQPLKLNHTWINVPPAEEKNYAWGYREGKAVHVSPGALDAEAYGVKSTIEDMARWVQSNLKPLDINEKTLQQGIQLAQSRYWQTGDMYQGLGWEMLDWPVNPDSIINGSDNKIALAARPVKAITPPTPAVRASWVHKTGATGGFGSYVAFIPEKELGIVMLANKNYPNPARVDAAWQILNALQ
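20 mM phosphate pH 7.0 + 0.01% (detergent screen) or 0.0001% Triton X-100; 5.3 nM AmpC reagent; cpd preinc 15 min RT; nitrocefin (800 uM stock) to start; A480 q20 s × 4 min; Activity was normalised to no-enzyme and no-compound control wells.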
TbPYK inhibitor: blocks Trypanosoma brucei pyruvate kinase | actives 0.12% (n = 410,000) | Potency, µM (highest dose often 76.8 µM), without a hit: at the highest dose activity, negative = inhibition, actives largely listed as inhibitors | AID 624173 | TbPYK enzyme, Kinase-Glo Plus ATP luminescence, 45 min; further: potency means the concentration at half of the fitted maximal effect; on the % scale 0 is the no-effect control and ±100 the full control effect; nearly all actives have a fitted effect of over 50% in size
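Activity of T. brucei pyruvate kinase was followed by Kinase-Glo Plus luminescence after the enzyme reacted 45 min at room temperature with 130 uM ADP (final) and substrate. Test compounds were added before ADP at multiple concentrations.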
Shiga inhibitor: Shiga toxin inhibition. Vero cells, Shiga toxin protein synthesis inhibition reporter. inhibition, % at 38.7 µM. actives 9.2% (n = 290,000). AID 2315; in the data active means inhibition mostly above about 28%, no sharp cut-off; inactive means mostly below about 43%; further: 0% is about no effect
An asterisk follows results filed as active; ? = inconclusive; · = not tested or not shown; & = joins results of further samples; [ ] = remark or other dose. Unless noted, the call rests on the fitted dose curve; in most records, active means well fitted curve in the direction sought with a large enough effect; inconclusive means small, poorly fitted or top-dose-only effect, or another doubt; inactive means no such curve, though single readings can be large; an effect the other way counts as inactive or inconclusive.

SMILES	Pf growth 96h	Cycloheximide cs	Pf growth 48h	LmPK inhibitor	AmpC no deterg	TbPYK inhibitor	Shiga inhibitor
N#Cc1c2c(c(-c3ccccc3)[nH]c1=O)CCCC2	21%	1	9%	-3%	-17%	-6%	21
CCOC(=O)c1ccc2c(c1)nc(-c1ccc(F)cc1)c1nccn12	0%	-1	-19%	-5%	-13%	-3%	14
Cc1cccc(-n2nc(C(=O)Nc3ccccc3)n3c(=O)cc(-c4ccccc4)nc23)c1	·	-2	2%	0%	-14%	-1%	-10
O=C(NC1CC2CCCC(C1)N2S(=O)(=O)c1ccccc1)c1ccccc1 (stereo not given)	?	6	?	7%	0%	6%	-17
O=C(CSc1nnc(-c2ccncc2)o1)NCc1ccccc1	-4%	-4	1%	-3%	-31%	-5%	-12
O=C(O)/C=C/c1cn(Cc2ccccc2)nc1-c1ccc(Cl)cc1	2%	-3	0%	-5%	-13%	-2%	33
COc1cccc2c1C(=O)c1c(O)c3c(c(O)c1C2=O)C[C@@](O)(C(=O)CO)C[C@@H]3O[C@H]1C[C@H](N)[C@H](O)[C@H](C)O1	0.093µM*	10*	0.15µM*	-26%	200%[activator]	-1%&-2%	38*
CCn1c(COc2cccc3cccnc23)nnc1SCC(=O)OC	25%	-1	-1%	-4%	3%	-4%	12
COc1ccc(C(CNS(=O)(=O)c2ccc(C)cc2)N2CCN(C)CC2)cc1 (stereo not given)	34%[activator]	·	0%	·	14%	-7%	·
CN(NC(=O)COc1ccccc1)C1=NS(=O)(=O)c2ccccc21	-27%	6	-10%	3%	58%	1%	-2
O=C(CCC(=O)c1cccs1)NNC(=O)c1ccccc1O	-8%	·	10%	·	-34%	-10%	·
O=C(O)CN(Cc1ccccc1)S(=O)(=O)c1ccc2c(c1)OCCO2	12%	2	34%[activator]	1%	-8%	-2%	1
COc1ccc(N2CCCC2)c(NC(=O)COc2ccccc2)c1	52%[activator]	-3	-18%	-2%	-22%	0%	-11
FC(F)Oc1ccc(/C=N/NC(=S)Nc2cc(C(F)(F)F)ccc2Cl)cc1	-12%	0	6%	0%	-31%	-4%	10
COc1ccc(CCNC(=O)c2nn(C)c3c2CS(=O)(=O)c2ccccc2-3)c(OC)c1	?	-1	-18%	8%	-10%	-5%	-2
CCOC(=O)C(=O)NCC(c1cccs1)S(=O)(=O)c1ccc(C)cc1 (stereo not given)	?	·	-1%	·	-15%	1%	·
N#Cc1c(SCC(=O)Nc2nccs2)sc2c(O)cc(=O)[nH]c12	103%[activator]	8	24%	-2%	-38%	-8%	35
COC(=O)C1=C(C)N(CC2CC2)C(=O)N[C@H]1c1ccc(Br)cc1	-6%	1	?	1%	-21%	2%	-6
O=C(NNc1ncnc2c1cnn2-c1ccc(F)cc1)c1cccs1	?	-10	-19%	-3%	11%	-7%	11
Cn1c(/C(C#N)=C(\O)c2ccc([N+](=O)[O-])cc2)nc2ccccc21	53%[1.15 µM]	9	7%	1%	-14%	-7%	-2
O=C(O)CCC(=O)Nc1nc2nccc(-c3ccccc3)n2n1	39%[activator]	-3	30%[activator]	1%	-27%	4%	9
Cc1ccc2nc(Nc3ncc4c(n3)CCCC4=O)nc(C)c2c1	?	-3	14%	-5%	-2%	·	6
CC(C)(C)n1nc2c(c1NC(=O)c1ccc(Cl)c([N+](=O)[O-])c1)CS(=O)(=O)C2	?	-4	?	0%	-17%	4%	-8
COc1ccc(NC(=O)CS(=O)CC(=O)Nc2ccc(-n3cnnn3)c(C)c2)cc1 (stereo not given)	20%	0	3%	0%	-10%	6%	-7
CCOc1ccc(NC(=O)CN(C)C(=O)CN2C(=O)C3CC=CCC3C2=O)cc1OCC (stereo not given)	13%	·	9%	·	-15%	0%	·
O=C(Cn1nc(C(=O)O)c2ccccc2c1=O)Nc1ccccc1C(F)(F)F	32%[activator]	3	39%[activator]	11%	1%	-6%	0
Cc1[nH]n(-c2ccccc2)c(=O)c1N=Nc1cccc(S(=O)(=O)N2CCOCC2)c1	10%	-3	6%	3%	-23%	3%	-14
O=C(/C=C/c1ccc(Cl)cc1Cl)N(Cc1ccc(Cl)cc1)C1CCS(=O)(=O)C1 (stereo not given)	0%	1	-29%	-5%	-2%	-7%	18
O=C(CCN1C(=O)/C(=C/c2cccs2)SC1=S)NC1=NCCS1	127%[activator]	-1	18%	-1%	-4%	-7%	1
Cc1ccc(CN2CC(C(=O)Nc3ncccc3C)CC2=O)cc1 (stereo not given)	43%[activator]	-3	-7%	-10%	0%	-1%	-6
O=C1SCC(c2ccc(Cl)cc2Cl)=NN1Cc1nnc(-c2ccccc2)o1	4%	1	1%	-1%	-25%	-6%	9
CCc1ccc(C(=O)Nc2ccc(OC)c(S(=O)(=O)N3CCOCC3)c2)cc1	?	2	0%	1%	32%	-4%	-6
Cc1ccc(S(=O)(=O)NCC(=O)N(CC(=O)NCC2CCCO2)Cc2ccccc2)cc1 (stereo not given)	-27%[5.75 µM]	-2	6%	6%	2%	-3%	41
COC(=NC1CCCC1)C(O)c1c[nH]c2ccccc12 (stereo not given)	?	-1	-24%	3%	-24%	8%	-8
COc1ccccc1NC(=O)NC1(C(=O)N2CCC(O)CC2)CCCCC1	·	-4	-6%	-10%	-8%	3%	-3
Cc1ccc(-c2nnn(CC(=O)N(CCN3CCOCC3)C(C(=O)NC(C)(C)C)c3ccc(C)o3)n2)cc1 (stereo not given)	-6%	-2	?	3%	152%[activator]	3%	-8
COc1cc(/C=C(/Sc2nnc(-c3ccc(F)cc3)o2)C(=O)O)ccc1OC(F)F	2%	18	-5%	0%	-47%	1%	24
Cc1ccc(S(=O)(=O)N(C)C)cc1NC(=O)COC(=O)CCCOc1ccccc1	0%	3	2%	-1%	28%	-6%	6
Cc1ccccc1NC(=O)c1cccc2nccnc12	?	-2	30%	-5%	1%	-7%	-6
CC(C)CCNC(=O)C(Cc1ccccc1)NS(=O)(=O)c1ccc2c(c1)c(=O)n(C)c(=O)n2C (stereo not given)	?	-8	·	6%	-18%	-2%&3%	-21
Cc1cccc(C)c1NC(=S)N1CCC(N(C)CC2CCCO2)CC1 (stereo not given)	?	1	·	-6%	-16%	6%	-5
CCCN1C(=O)c2ccccc2NC1c1ccc(Cl)cc1 (stereo not given)	20%	1	13µM*	-2%	-28%	0%	-4
CCOc1ccc(C(c2c(NC(=O)c3ccccc3)sc(C)c2C)N2CCN(C)CC2)cc1 (stereo not given)	12µM*	16	?	-2%	133%[activator]	-3%	31*
Cc1cc(O)c(NC(=S)NC(=O)c2ccc(-c3ccc(Cl)cc3)o2)cc1C	-24%	10	?	2%	-21%	-6%	-6
COc1cccc(OC)c1C(=O)Nc1nnc(C(C)C)s1	100%[activator]	-2	56%[activator]	2%	-5%	0%	-4
COc1ccc(S(=O)(=O)N2CCCCC2)cc1NC(=O)c1cc([N+](=O)[O-])ccc1N1CCOCC1	?	·	9.3µM*	·	-13%	4%	·
COC(=O)c1cccc(S(=O)(=O)N2CCCCC2)c1	-9%	-4	7%	1%	-3%	-3%	-2
O=C(CCCn1c(=S)[nH]c2cc3c(cc2c1=O)OCO3)N1CCN(c2ccccn2)CC1	·	-4	?	1%	-10%	-8%	27
Cc1ccc(OP(=O)(Nc2cccc(C)c2)Oc2ccc(C)cc2)cc1	0%	-1	?	0%	-38%	-1%	23
COc1ccc(NC(=O)c2nn(C)c(C(=O)Nc3ccc(OC)cc3)c2[N+](=O)[O-])cc1	?	-4	7%	8%	-27%	2%	·
COc1ccc(CNC(=O)c2cnc3cc(C)ccn3c2=O)cc1	?	-1	?	-2%	?	3%&1%	20
Cc1ccc(N2C(=O)C3CCCN3C2=S)c(C)c1 (stereo not given)	?	·	?	·	-16%	-7%	·
Cc1cc(=O)[nH]c2c1c(C)nn2C(C)(C)C	-3%	1	-1%	1%	-9%	-2%	70
O=C1c2ccccc2NC(c2cccnc2)N1c1ccccc1F (stereo not given)	0%	0	0%	1%	-31%	4%	-2
COc1ccc(OC)c(N2C(=O)/C(=C/c3ccco3)C(=O)NC2=S)c1	?	-5	18%[0.00184 µM]	-13%	18µM*	?	-2
CCOc1ccc(NC(=O)CSc2nc3ccccc3nc2N2CC(C)OC(C)C2)cc1 (stereo not given)	9.3µM*	10	?	-1%	-16%	3%	2
O=C(Cc1cccs1)Nc1cccc(-c2nc3ccccc3o2)c1	?	23	3%	1%	-15%	0%	2
O=C1c2ccccc2C(=O)N1OCc1ccccc1[N+](=O)[O-]	1%	24*	-3%	6%	-3%	-9%	82
CCN1CCS/C1=C/C=C/C1=[N+](CC)CCS1	0.66µM*	-2	0.74µM*	-1%	-11%	-7%	8
CCCCOc1ccc(CSC(=N)N)cc1Cl	?	1	?	11%	51%	2%	19

Going on with the list.
SMILES	Pf growth 96h	Cycloheximide cs	Pf growth 48h	LmPK inhibitor	AmpC no deterg	TbPYK inhibitor	Shiga inhibitor
COc1ccc2cc(C(c3nnnn3CCc3ccccc3)N3CCCC(C)C3)c(=O)[nH]c2c1 (stereo not given)	-22%	3	?	1%	20%	-10%	-31
COCCN(C(=O)COC(=O)c1c(-c2ccccc2)noc1C)c1c(N)n(Cc2ccccc2)c(=O)[nH]c1=O	12µM*	-1	?	-8%	136%[activator]	-5%	-7
CC1(C)CC(=O)C2=C(C1)OC(N)=C(C#N)[C@@H]2c1ccccc1[N+](=O)[O-]	?	-2	?	-1%	-28%	-18%	-8
Cc1ccc2nc(-c3ccc(N4C(=NC(=O)CCC(=O)O)SC5CS(=O)(=O)CC54)cc3)sc2c1 (stereo not given)	159%[activator]	37*	126%[activator]	13%	60%	-13%	124*
Cc1onc(-c2ccccc2Cl)c1C(=O)NC(=S)Nc1ccccc1F	46%[activator]	9	4.1µM*	7%	-8%	1%	12
COc1cc2[nH]c(=O)n(C3CCCCC3)c(=O)c2cc1OC	·	1	2%	1%	-23%	-1%	-16
Cn1c(=O)c2c(nc(CN3CCOCC3)n2CCCc2ccccc2)n(C)c1=O	·	-3	-19%	1%	125%[activator]	1%	9

Some of the entries so far, with values under each structure:
Values run as follows: Pf growth 96h | Cycloheximide cs | Pf growth 48h | LmPK inhibitor | AmpC no deterg | TbPYK inhibitor | Shiga inhibitor
> Cn1c(=O)c2c(nc(CN3CCOCC3)n2CCCc2ccccc2)n(C)c1=O
 : · | -3 | -19% | 1% | 125%[activator] | 1% | 9
> Cc1ccc2nc(-c3ccc(N4C(=NC(=O)CCC(=O)O)SC5CS(=O)(=O)CC54)cc3)sc2c1 (stereo not given)
 : 159%[activator] | 37* | 126%[activator] | 13% | 60% | -13% | 124*
> CC1(C)CC(=O)C2=C(C1)OC(N)=C(C#N)[C@@H]2c1ccccc1[N+](=O)[O-]
 : ? | -2 | ? | -1% | -28% | -18% | -8
> Cc1onc(-c2ccccc2Cl)c1C(=O)NC(=S)Nc1ccccc1F
 : 46%[activator] | 9 | 4.1µM* | 7% | -8% | 1% | 12
> COc1ccc2cc(C(c3nnnn3CCc3ccccc3)N3CCCC(C)C3)c(=O)[nH]c2c1 (stereo not given)
 : -22% | 3 | ? | 1% | 20% | -10% | -31
> COc1cc2[nH]c(=O)n(C3CCCCC3)c(=O)c2cc1OC
 : · | 1 | 2% | 1% | -23% | -1% | -16
